Screens (PubChem BioAssay)
hgDAF12 agonist: H. glycines DAF-12 receptor agonists, primary screen, cell-based, luminescence, HEK293, GAL4 fusion, UAS-luciferase; Nuclear hormone receptor DAF-12 (Heterodera glycines), GAL4 fusion; HEK293 GAL4-hgDAF12 UAS-luciferase reporter, agonist luminescence; normalized to butyrate control; activation, % at 6.8 µM; actives 1.8% (n = 370,000);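 active means activation above a cutoff set at the mean of all screened compounds plus 3 SD, cut at about 10% in these data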;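 further: 0% = DMSO wells and 100% = sodium butyrate wells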
GC-B act: human GC-B receptor activators, primary screen, HEK293 GC-B cells, cGMP TR-FRET, EC30 CNP | actives 0.11% (n = 370,000) | activation, % at 10 µM | Atrial natriuretic peptide receptor 2 (Homo sapiens), P20594 | 0% at EC30 CNP, 100% saturating CNP;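 active means activation at 10 µM reaching about 35% in either raw or pattern-adjusted values, limit read from the data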
ADAM10 inh: human ADAM10 inhibitors, primary screen, biochemical, QFRET, HTS; recombinant ADAM10, EDANS/DABCYL FRET peptide cleavage, 3 h; inhibition, % at 7 µM; actives 0.62% (n = 370,000);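 active means inhibition above a per-campaign cutoff equal to the mean of compounds falling between control-based bounds plus 3 SD, cut at about 20% in these data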;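 further: 0% = DMSO wells while the 100% control is not disclosed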
SMARCA2 act: SMARCA2 (BRM) function activators, primary screen, cell-based, luminescence, high throughput; MG213 cells, MMTV-luciferase reporter, dexamethasone, overnight; activation, % at 9.1 µM; actives 1% (n = 370,000); AID 652017, 2013; in the data active means activation above about 7.8%;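 further: 0% = vehicle wells and 100% = reference activator wells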
DAX1 inh-1: DAX1 (NR0B1) inhibitors on StAR promoter, primary screen, cell-based, luminescence, SF-1 (NR5A1), full-length DAX-1; HEK293T StAR-luciferase reporter, SF-1/DAX-1 repression relief; inhibition, % at 6.8 µM; actives 1.1% (n = 370,000); AID 652010, 2013;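 active means inhibition above the mean over all tested compounds plus 3 SD, cut at about 3.6% in these data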;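 further: 0% = DAX-1 cells with DMSO and 100% = cells lacking DAX-1 with DMSO; higher inhibition means more luminescence from relief of DAX-1 repression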
DAX1 inh-2: DAX1 (NR0B1) inhibitors, primary screen, cell-based, HEK293, Gal4-DAX1, luciferase luminescence | Nuclear receptor subfamily 0 group B member 1 (Homo sapiens), P51843 | HEK293 Gal4-DAX1 luciferase reporter | inhibition, % at 6.75 µM | actives 0.99% (n = 340,000) | AID 504766, 2011;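 active means inhibition above the mean over all tested compounds plus 3 SD, cut at about 4.2% in these data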;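 further: 0% = DAX1-transfected cells with DMSO and 100% = empty-vector control cells with DMSO; inhibition shows as a rise in luminescence from relieved DAX1 repression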
Target sequence (P51843 207-470 limits assumed): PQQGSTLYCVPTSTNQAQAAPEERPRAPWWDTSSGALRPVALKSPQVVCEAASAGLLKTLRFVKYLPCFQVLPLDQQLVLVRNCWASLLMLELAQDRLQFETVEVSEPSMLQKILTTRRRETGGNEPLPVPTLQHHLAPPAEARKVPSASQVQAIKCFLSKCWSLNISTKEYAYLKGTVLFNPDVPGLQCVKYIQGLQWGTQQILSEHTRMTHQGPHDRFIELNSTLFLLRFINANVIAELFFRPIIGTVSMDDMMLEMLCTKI
GAA850 FXN act: FXN promoter activators, primary screen, cell-based, luciferase luminescence, HEK293 lucGAA850. activation, % at 6 µM. actives 0.56% (n = 360,000). HEK293 lucGAA850 FXN promoter luciferase reporter, 24 h; percent of 10 µM SAHA response;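 active means activation above the average of all compounds screened plus 3 SD, cutoff fixed separately per campaign, cut at about 7.5% in these data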;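 further: 0% = DMSO wells and 100% = 10 µM SAHA wells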
NPR1 activator: GC-A stimulated cGMP production enhancers – HEK293 GC-A cells, cGMP TR-FRET, EC30 ANP, primary screen. Atrial natriuretic peptide receptor 1 (Homo sapiens), P16066. 0% at EC30 ANP, 100% saturating ANP. activation, % at 10 µM. actives 0.14% (n = 370,000). AID 1671463, 2021; in the data active means activation above about 40%
hcDAF-12 act: H. contortus DAF-12 nuclear receptor activators, primary screen, cell-based, luminescence, HEK293, lit1-tk-luc reporter; HEK293 hcDAF-12 lit1-tk-luc reporter; 0% DMSO, 100% Δ7-dafachronic acid; actives 1.4% (n = 370,000); AID 652067, 2013; activation, % at 6.8 µM;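 active means activation above the mean of all tested compounds plus 3 SD, cut at about 5.5% in these data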;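 further: 100% = response to 3 µM Δ7-dafachronic acid high control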
sPLA2-III inh: human group III sPLA2 inhibitors, primary screen, biochemical, QFRET, BODIPY PC-A2 liposome substrate; Group 3 secretory phospholipase A2 (Homo sapiens), Q9NZ20; QFRET BODIPY PC-A2 liposome hydrolysis, fluorescence; inhibition, % at 12.2 µM; actives 0.56% (n = 370,000); AID 743126, 2013;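 active means inhibition above mean plus 3 SD of compounds lying within the high and low control bounds, cut at about 19% in these data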;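 further: 0% = median of test compound wells and 100% = no enzyme DMSO wells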
Target sequence (Q9NZ20 whole entry, looked up): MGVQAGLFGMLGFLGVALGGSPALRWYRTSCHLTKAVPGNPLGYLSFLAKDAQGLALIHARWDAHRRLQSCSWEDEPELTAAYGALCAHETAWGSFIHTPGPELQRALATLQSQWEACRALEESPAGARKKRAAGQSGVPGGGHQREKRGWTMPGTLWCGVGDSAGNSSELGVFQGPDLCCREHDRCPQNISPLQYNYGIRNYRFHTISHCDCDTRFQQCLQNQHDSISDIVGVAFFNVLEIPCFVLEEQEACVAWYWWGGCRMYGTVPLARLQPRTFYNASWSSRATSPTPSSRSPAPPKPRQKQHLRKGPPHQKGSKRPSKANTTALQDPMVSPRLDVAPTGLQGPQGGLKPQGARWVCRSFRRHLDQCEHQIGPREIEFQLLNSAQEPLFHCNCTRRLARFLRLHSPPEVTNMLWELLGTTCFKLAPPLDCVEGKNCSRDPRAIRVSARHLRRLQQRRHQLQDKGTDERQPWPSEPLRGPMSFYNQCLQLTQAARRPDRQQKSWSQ
ssDAF12 agonist: S. stercoralis DAF-12 nuclear receptor activators, primary screen, cell-based, luminescence, HEK293, GRIP1 co-expression, lit1-tk-luc; HEK293 ssDAF-12/GRIP1 lit1-tk-luc reporter; % of 3 µM dafachronic acid response; activation, % at 6.8 µM; actives 1% (n = 370,000); AID 652126, 2013;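 active means activation above the mean over all tested compounds plus 3 SD, cut at about 0.9% in these data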;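 further: 0% = DMSO-only wells and 100% = 3 µM delta7-dafachronic acid wells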
* marks the source's active call; other numbers are inactive results; i = inactive; . = no result given. Random draw from the library; 6.6% or so of the library scored in one or more.

SMILES,hgDAF12 agonist,GC-B act,ADAM10 inh,SMARCA2 act,DAX1 inh-1,DAX1 inh-2,GAA850 FXN act,NPR1 activator,hcDAF-12 act,sPLA2-III inh,ssDAF12 agonist
N=C1SC(CC(=O)Nc2ccccc2[N+](=O)[O-])C(=O)N1c1ccccc1 (centres undefined),-1.8,-18,-15,0,-0.4,-0.6,-0.9,-12,0.4,8,1.6*
Oc1ccccc1-c1nc(N2CCCC2)c2ccccc2n1,-2.2,-4,0,2,0.2,0.6,1.0,0,-1.3,-1,-0.9
CCCS(=O)(=O)N1CCC(C(=O)NCCN2CCCC2)CC1,0.1,-2,-3,3,0.0,-0.3,0.7,1,0.7,-3,-1.0
CCCN(CC(=O)Nc1ccccc1C)C(=O)Cc1coc2cc(C)ccc12,0.9,-2,-3,-2,1.4,-0.3,-0.3,-1,-1.0,-13,-1.1
CC1Cc2ccccc2N1C(=O)CN1CCN(S(=O)(=O)c2ccc3c(c2)OCCCO3)CC1 (centres undefined),1.2,-2,2,-2,-0.1,0.1,1.0,4,-0.1,-7,-1.1
COc1ccc(OCCCC(=O)NCCc2ccc(OC)c(OC)c2)cc1,0.6,-3,1,1,-0.8,-1.0,2.1,6,-2.8,1,-1.1
CCOC(=O)[C@]12CCC=C1N(Cc1ccc(Cl)cc1Cl)C(=O)[C@H](CC(=O)NCCc1ccccc1OC)C2,-1.8,3,1,-4,-1.0,.,.,-4,-1.2,-15,-0.6
CCOc1c2ccc(C(=O)NCc3ccccc3OC)cc2nn1CC,-0.7,-2,i,0,0.8,0.4,1.8,0,-0.9,6,-1.6
CC(=O)Nc1ccc(S(=O)(=O)N2CCN(c3cc(C(F)(F)F)ccn3)CC2)cc1,-4.4,-6,-112,-2,-0.9,-1.0,0.7,12,-3.2,-10,-0.9
C/C=C/c1ccc(OCC(=O)N2CCc3cc(OC)c(OC)cc3C2)c(OC)c1,-1.5,0,3,-2,0.0,0.6,-0.8,4,-1.4,-3,-0.6
O=C(CSc1ncnc2sccc12)NCc1ccc2c(c1)OCO2,0.7,-1,-10,-2,-0.2,-0.2,1.1,-2,0.9,14,-0.7
CC1(C)CC(=O)c2c(oc3ccc(NS(=O)(=O)c4ccc(C(=O)O)cc4)cc23)C1,-3.0,-1,-8,-4,-0.7,-0.2,2.3,5,-1.7,-10,-1.1
N#CCC[C@@H]1CC[C@]2(CCCN(C(=O)c3ccco3)C2)O1,3.0,4,1,-1,-0.9,.,.,3,-0.7,7,-1.2
CCOc1ccccc1NC(=O)c1cc2ccccc2o1,7.0,-1,-2,-1,0.3,1.1,5.2,-2,4.5,2,0.9*
O=C(O)c1cccc(N2C(=O)C3CC=CCC3C2=O)c1 (centres undefined),1.7,0,1,-3,0.7,1.1,-1.8,2,-0.4,4,-1.0
CN(c1ccccc1)S(=O)(=O)c1cccc(C(=O)OCC(=O)NCc2ccccc2)c1,2.7,1,11,3,0.3,0.0,-0.7,0,0.3,-9,-1.2
O=C1OC(O)c2cccc3cccc1c23 (centres undefined),0.1,3,-97,-4,-0.8,-0.1,1.0,3,-0.7,7,-0.8
COCCC(=O)N1CCC(Oc2ccc(C(=O)NCCn3cccn3)cc2)CC1,1.1,-1,10,-3,0.3,-0.2,0.6,-1,-1.4,-2,-1.3
O=C(CCn1c(=S)[nH]c2ccccc2c1=O)NCCCN1CCOCC1,-1.0,6,-1,0,-0.2,0.5,1.0,2,-0.2,3,-1.4
CC1CCN(c2ccc(-c3cccs3)nn2)CC1,-6.4,-3,-48,-5,-0.7,-5.1,-9.8,0,-0.8,2,-1.7
O=C(NNC(=S)NCc1ccccc1)c1cccnc1,-3.0,3,6,-3,1.0,0.1,0.1,-1,0.8,18,-0.3
CN(C(=O)C=Cc1ccccc1)c1ccccc1,2.8,-8,-8,3,0.2,1.4,3.4,-10,-0.1,6,-0.9
CCOC(=O)c1ccc(S(=O)(=O)NNC(=O)Cc2csc(C)n2)cc1,-3.1,-3,1,3,0.7,0.3,1.8,0,0.7,-3,-1.5
COc1ccc(OC)c(CN2CCCC(C(=O)N3CCCCC3)C2)c1 (centres undefined),-0.8,0,14,1,-0.5,0.1,-0.2,-4,-0.7,-1,-2.2
COC(=O)CN1C(=O)C(O)(CC(=O)c2ccc(C)o2)c2ccccc21 (centres undefined),-1.9,1,0,0,-0.5,-0.4,2.7,3,0.9,1,-1.3

Shown as a hit in ssDAF12 agonist (from the list above):
| mol | GC-B act | ADAM10 inh | SMARCA2 act | DAX1 inh-1 | DAX1 inh-2 | GAA850 FXN act | NPR1 activator | hcDAF-12 act | sPLA2-III inh | ssDAF12 agonist |
| --- | --- | --- | --- | --- | --- | --- | --- | --- | --- | --- |
| N=C1SC(CC(=O)Nc2ccccc2[N+](=O)[O-])C(=O)N1c1ccccc1 (centres undefined) | -18 | -15 | 0 | -0.4 | -0.6 | -0.9 | -12 | 0.4 | 8 | 1.6* |
| CCOc1ccccc1NC(=O)c1cc2ccccc2o1 | -1 | -2 | -1 | 0.3 | 1.1 | 5.2 | -2 | 4.5 | 2 | 0.9* |

Next part.
SMILES,hgDAF12 agonist,GC-B act,ADAM10 inh,SMARCA2 act,DAX1 inh-1,DAX1 inh-2,GAA850 FXN act,NPR1 activator,hcDAF-12 act,sPLA2-III inh,ssDAF12 agonist
O=c1c(Cl)c(NC2CC2)cnn1-c1ccccc1,-0.6,3,-5,-2,0.0,1.8,1.3,-2,-1.1,5,-0.7
O=C(/C=C/c1cn(-c2ccccc2)nc1-c1cccnc1)N1CCCC1,-3.0,5,3,-4,-2.0,-3.9,-9.3,-3,-2.6,-2,-1.0
Cc1ccc(Sc2ncnc(N)c2[N+](=O)[O-])cc1,-2.3,2,6,3,0.1,1.8,-1.9,1,-1.6,1,-1.1
COc1cc(C2Nc3ccccc3C(=O)N2NS(C)(=O)=O)c([N+](=O)[O-])cc1OC (centres undefined),-0.5,0,-74,-2,0.4,0.3,-1.1,-5,-2.5,1,-1.5
O=[N+]([O-])c1cccc(S(=O)(=O)NCCc2cn3ccccc3n2)c1,2.0,0,1,1,0.4,-0.6,0.9,6,0.3,-1,-0.9
COC(=O)[C@]12C[C@H](CC(=O)NCC34CC5CC(CC(C5)C3)C4)C(=O)N(Cc3ccc(Cl)cc3Cl)C1=C[C@H](C(C)C)O[C@@H]2C1CC1,2.6,4,4,-3,0.4,.,.,-1,-0.9,3,-1.7
COc1cc(C2C(C#N)=C(N)N(c3ccc(F)cc3)C3=C2S(=O)(=O)CC3)ccc1O (centres undefined),2.9,-6,-51,-2,-0.5,0.1,0.8,-1,-1.0,-33,-1.4
CN(C)c1ccc(-n2cccc2)cc1,1.9,-6,2,0,-0.4,-0.8,2.4,0,-0.7,0,-1.7
CC(C(=O)Nc1ccc(C(=O)O)cc1)N1C(=O)c2ccccc2C1=O (centres undefined),-0.8,4,-8,-4,-0.1,0.2,0.6,4,-0.1,5,-1.9
CCOC(=O)N1CCC(N2C(=O)c3ccc(C(=O)Nc4cccc(OC)c4)cc3C2=O)CC1,1.6,3,-6,-1,-0.6,0.0,1.3,5,-2.1,-4,-1.3
COc1ccccc1CCn1cnc(-c2cccc(F)c2)c1CC(C)C,-3.1,1,10,-8,-2.2,.,.,-6,-1.5,-1,-1.5
COc1cccc(C(=O)Nc2c3c(nn2-c2cccc(C)c2C)CS(=O)(=O)C3)c1OC,-2.7,1,-1,7,-1.1,0.5,0.2,-4,-2.0,-4,-2.0
CC(=O)Nc1ccc(NCC(O)COc2ccccc2)cc1 (centres undefined),-0.7,-4,-1,1,0.2,-0.6,0.3,-5,-1.8,-5,-0.9
O=C(c1ccc(Cl)c([N+](=O)[O-])c1)N1CCN(c2ccccn2)CC1,-0.7,2,-1,-1,-0.4,0.5,2.9,1,-0.3,2,-1.8
Cc1onc(-c2c(F)cccc2Cl)c1C(=O)N[C@@H]1C(=O)N2C(C(=O)O)C(C)(C)S[C@H]12 (some centres undefined),1.0,-1,-9,-3,0.8,0.4,-1.3,1,-0.1,-2,-1.4
Cc1cc(-c2ccc(C)c(S(=O)(=O)NCCCN3CCN(c4ccccc4)CC3)c2)on1,-8.3,-9,7,-6,-1.5,-1.5,0.2,-14,-5.9,-17,-2.2
Cc1ccc(/C=C/C(=O)CCC(=O)O)cc1,5.3,0,-12,-1,1.0,4.0,1.6,1,-0.7,4,0.0
C[C@H](NC(=O)c1ccc(Cl)cc1)C(=O)NNC(=O)c1cccs1,3.1,-6,-6,-4,-0.2,-0.5,-0.9,3,-0.1,8,-1.0
O=C(c1ccc(Cl)c(S(=O)(=O)N2CCc3ccccc32)c1)N1CCN(c2ccccc2O)CC1,-0.8,2,7,0,-2.3,-1.6,-5.0,-2,0.7,-8,-0.9
O=C(COc1ccccc1)Nc1ccc(NC(=O)c2ccco2)cc1,-0.6,2,-2,-3,0.8,-2.2,1.4,-1,1.4,-5,-0.5
O=C(O)c1ccc(-c2nc3ccccc3s2)o1,4.7,3,-172,8,0.9,-3.4,1.3,-1,1.6,0,-0.9
COc1ccc(N2CCCn3c2nc2c3c(=O)n(CCCc3ccccc3)c(=O)n2C)cc1,0.6,4,1,-1,0.4,.,.,4,-1.0,-9,-1.4
CCSC1=C(C#N)C(c2ccccc2Cl)C(C(=O)c2cccs2)C(O)(C(F)(F)F)N1 (centres undefined),-0.6,1,6,1,0.3,0.9,0.9,2,0.0,4,-1.4
CCOC(=O)c1ccc(S(=O)(=O)N2CCC(C(=O)N3CCN(c4ccccc4OC)CC3)CC2)cc1,-1.5,-4,-21,-3,-1.8,-0.9,-0.1,-1,-2.2,-8,-0.1
C#CCN1C(=O)C2C(C(=O)NC)C3C=CC2(O3)C1C(=O)NCc1ccc(OC)cc1 (centres undefined),-2.2,7,0,-2,0.2,-1.3,0.0,1,1.2,4,-0.9
CNC(=O)/C(C#N)=C/c1c(N(Cc2ccccc2)Cc2ccccc2)nc2ccccn2c1=O,-4.2,1,-110,-3,-0.4,-1.0,2.7,-4,-2.9,-7,-1.9
Cc1ccccc1NC(=O)Cc1nc(COC(=O)c2nc(Cl)ccc2Cl)cs1,0.0,2,-6,-2,0.8,-0.2,-1.8,1,-0.7,-44,-1.6
Cc1cc(C)cc(NC(=S)NCc2ccc3c(c2)OCO3)c1,-0.7,-5,9,-3,0.0,-0.3,-1.2,-4,-1.1,3,-1.0
